High-throughput results: PubChem, Sanford-Burnham Center for Chemical Genomics
NR3A LBD binder: binders of NR3A ligand-binding domain, primary screen, biophysical, differential scanning fluorimetry, uHTS. NR3A LBD differential scanning fluorimetry, Tm shift; 0% = protein alone, 100% = glycine-bound protein. 340,000 compounds, 2.5% hits. Tm shift relative to glycine control, % at 25 µM. Glutamate receptor ionotropic, NMDA 3A (GRIN3A) ligand-binding domain;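 active = melting temperature shift of at least 10% of the positive control shift, at one fixed dose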
A3A deaminase: APOBEC3A ssDNA deaminase inhibitors, primary screen, selectivity assay for APOBEC3G inhibitor project, biochemical, FAM/TAMRA oligo cleavage fluorescence. DNA dC->dU-editing enzyme APOBEC-3A (Homo sapiens), P31941. recombinant A3A, FAM/TAMRA ssDNA deamination fluorescence. inhibition, % at 20 µM. 330,000 compounds, 0.41% hits. AID 493011, 2011;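 active = at least 40% inhibition at 20 µM here, with at most 30% in a related deaminase screen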;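 note: plate controls were A3A with DMSO for no effect and wells lacking A3A enzyme for full effect; some results filed as inactive read as strong as hits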
Target sequence (P31941 whole entry, looked up): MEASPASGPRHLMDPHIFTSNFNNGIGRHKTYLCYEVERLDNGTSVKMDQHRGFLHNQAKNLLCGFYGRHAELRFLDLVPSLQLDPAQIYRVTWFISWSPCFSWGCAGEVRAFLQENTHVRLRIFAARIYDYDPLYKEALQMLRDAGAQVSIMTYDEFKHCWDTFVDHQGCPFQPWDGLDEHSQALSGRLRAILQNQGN
CCR6 antag: CCR6 receptor antagonists, primary screen, cell-based, CHO-K1, luminescence, beta-arrestin, uHTS; C-C chemokine receptor type 6 (Homo sapiens), P51684; 340,000 compounds, 0.49% hits; inhibition, % at 20 µM; CHO-K1 CCR6 PathHunter beta-arrestin, CCL20-stimulated;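 active = compounds whose inhibition of the agonist-driven luminescence signal at 20 µM reaches about 50%, limit read from the data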;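 note: cells stimulated with CCL20 at 14 nM final; plate controls were DMSO with CCL20 for no effect and DMSO without agonist for full effect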
MPTP block: mitochondrial permeability transition pore inhibitors, primary screen, biochemical, isolated mouse mitochondria, absorbance | Ca2+ swelling absorbance, 30 min | inhibition, % at 10 µM | 360,000 compounds, 1.4% hits | AID 602449, 2012;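 active = inhibition of 50% or more, scaled per plate between neutral and stimulator controls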;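 note: 0% = DMSO wells given calcium and 100% = 1 mM EGTA wells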
EBI2 block: EBI2 receptor antagonists, beta-arrestin recruitment, primary screen, cell-based, luminescence, 7a,25-OHC stimulation, uHTS | 7a,25-OHC stimulated | 360,000 compounds, 0.81% hits | inhibition, % at 5 µM | AID 651636, 2012; in the data active = inhibition above about 38%;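 note: enzyme fragment complementation signal reports receptor beta-arrestin coupling in cells; 0% = agonist plus DMSO wells and 100% = wells without agonist; some results beyond the cut were filed as inactive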
Target sequence (P32249 whole entry, looked up, the tested form may be a part): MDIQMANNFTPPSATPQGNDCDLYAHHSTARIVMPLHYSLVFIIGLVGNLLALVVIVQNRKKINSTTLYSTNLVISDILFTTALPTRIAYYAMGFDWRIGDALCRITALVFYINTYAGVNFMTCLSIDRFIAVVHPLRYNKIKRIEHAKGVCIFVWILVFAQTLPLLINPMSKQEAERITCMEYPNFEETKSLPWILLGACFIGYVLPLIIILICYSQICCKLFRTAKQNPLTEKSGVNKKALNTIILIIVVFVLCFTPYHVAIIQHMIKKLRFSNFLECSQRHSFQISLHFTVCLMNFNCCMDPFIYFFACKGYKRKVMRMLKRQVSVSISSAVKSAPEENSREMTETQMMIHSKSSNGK
Gli-Sufu block: Gli-Sufu pathway antagonists, primary screen, luciferase luminescence, Sufu-KO-LIGHT cells, uHTS; Sufu-KO-LIGHT fibroblasts, Gli luciferase reporter luminescence; inhibition, % at 5 µM; 340,000 compounds, 0.74% hits; AID 588413, 2011;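 active = inhibition above about 55%, limit read from the data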;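 note: 0% = DMSO-treated cells and 100% = wells with medium but no cells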
APOBEC3G inh: APOBEC3G DNA deaminase inhibitors, primary screen, biochemical, fluorescence, single-stranded DNA substrate, uHTS; 330,000 compounds, 0.28% hits; inhibition, % at 20 µM; DNA dC->dU-editing enzyme APOBEC-3G (Homo sapiens), Q9HC16; recombinant A3G, ssDNA deamination FAM/TAMRA fluorescence; AID 493012, 2011;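 active = inhibition of at least 40% at 20 µM, with no more than 30% in the related APOBEC3A deaminase screen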;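 note: plate controls were DMSO wells with A3G for no effect and wells lacking A3G enzyme for full effect; some compounds called inactive have numbers as strong as hits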
Target sequence (Q9HC16 whole entry, looked up): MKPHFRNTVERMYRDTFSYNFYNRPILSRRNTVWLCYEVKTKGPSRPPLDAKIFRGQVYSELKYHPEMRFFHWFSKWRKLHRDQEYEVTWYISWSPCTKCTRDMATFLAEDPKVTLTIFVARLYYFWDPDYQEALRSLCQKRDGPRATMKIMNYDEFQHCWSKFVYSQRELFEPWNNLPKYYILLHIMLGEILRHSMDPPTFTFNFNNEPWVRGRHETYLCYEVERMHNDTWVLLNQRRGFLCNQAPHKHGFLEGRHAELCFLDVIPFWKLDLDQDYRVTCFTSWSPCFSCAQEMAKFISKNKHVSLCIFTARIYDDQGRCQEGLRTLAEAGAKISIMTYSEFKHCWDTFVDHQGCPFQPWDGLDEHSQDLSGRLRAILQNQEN
CXCR6 block: CXCR6 receptor inhibitors, primary screen, cell-based, beta-arrestin, luminescence, CHO-K1 PathHunter, 1536-well. C-X-C chemokine receptor type 6 (Homo sapiens), O00574. inhibition, % at 20 µM. 360,000 compounds, 0.36% hits; in the data active = inhibition above about 34%, passing the limit was not always enough;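 note: antagonist mode with CXCL16 agonist at 10 nM final; 0% = 10 nM CXCL16 with DMSO and 100% = unstimulated wells without agonist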
Numbers without * were called inactive; / = not tested or not shown.

SMILES	NR3A LBD binder	A3A deaminase	CCR6 antag	MPTP block	EBI2 block	Gli-Sufu block	APOBEC3G inh	CXCR6 block
O=[N+]([O-])c1cc([N+](=O)[O-])c(Oc2c(F)ccc(F)c2F)cc1NN1CCCCC1	-15	0	16	-1.2	4	-2	-4	6
COc1cc(OC)cc(C(=O)NCC(C)NC(=O)c2cc(OC)cc(OC)c2)c1 (centres undefined)	-1	4	-2	2.3	-3	0	-7	1
c1cc(SC2CCCCC2)cc(-c2nc3cnccn3c2NC2CCCCC2)c1	-10	-1	25	1.9	10	0	-1	-8
CCOc1ccc(N2C(=O)CC(Sc3nc(C)cc(C)n3)C2=O)cc1 (centres undefined)	0	3	-3	0.5	-9	1	-1	4
CS(=O)(=O)N(CC(=O)N1CCOCC1)c1ccc(Cl)cc1	4	-4	3	0.1	3	56*	-3	1
COc1ccc(C(=O)NCCc2ccc(Cl)cc2)cc1S(=O)(=O)N1CCCCC1C (centres undefined)	-10	-2	7	0.1	2	2	-5	-2
NS(=O)(=O)c1ccc(NS(=O)(=O)c2ccc3c(c2)OCCO3)cc1	5	1	-3	-1.3	3	-3	-2	4
NNC(=O)CNC(c1ccccc1)c1cc(Br)ccc1NC(=O)c1ccccc1Br (centres undefined)	-4	-7	-1	-1.6	-6	13	-8	-1
CCN(CC)CCCNC(=O)c1ccc2c3n(nc2c1)-c1ccc(Cl)cc1CO3	-5	2	12	-0.7	3	-26	-2	-1
CC(OC(=O)c1cc2sccc2n1C)C(=O)NCc1ccc2c(c1)OCO2 (centres undefined)	-2	1	17	2.3	1	3	-3	-4
Cc1ccccc1NC1=NS(=O)(=O)c2ccccc21	-1	2	4	-0.9	2	0	-1	5
COc1cc(C)c(C(C)C)cc1S(=O)(=O)NCCCn1ccnc1	-1	-1	5	3.3	-6	4	-4	0
COc1ccccc1CNCC(c1ccccc1)c1ccccc1	/	-2	/	3.9	10	/	-7	10
COc1ccccc1N1CC(C(=O)Nc2nnc(SCC(=O)NCC3CCCO3)s2)CC1=O (centres undefined)	0	3	-5	1.9	6	-12	-7	-1
COc1cccc(N2CCN(C(=O)CC(NC(=O)c3ccccc3)c3ccccc3)CC2)c1 (centres undefined)	-1	-2	0	0.0	10	-12	-10	3
CC(=O)N(CCC(Cc1ccccc1)c1ccc2c(c1)OCO2)Cc1ccc(Cl)cc1 (centres undefined)	3	-1	10	-0.5	26	-2	-1	21
COC(=O)c1ccc(C23CC4(C2)[C@H](CN(CC2CCCCC2)[C@@H]4c2ccccc2)C3c2ccc(Cl)nc2)cc1 (some centres undefined)	-2	1	27	0.3	-3	15	10	9
Cc1cccc(-n2c(=O)c3c(n4cnnc24)-c2ccccc2CC32CCCCC2)c1	-4	-5	13	1.7	1	3	-7	7
COc1ccc(CN(C)C(=O)/C=C/c2ccc(S(=O)(=O)N3CCOCC3)cc2)cc1F	1	-2	23	0.6	-13	8	-7	-6
CN1CCN(CCC(=O)Nc2ccc(F)c(F)c2)CC1	0	1	6	-1.3	2	-10	-11	3
COc1ccc2c(c1)c1ncn(CCN3CCNCC3)c(=O)c1n2C	1	2	2	-0.7	-2	4	-2	5
O=C(CN(c1ccccc1)S(=O)(=O)c1ccc(F)cc1)NC1CCS(=O)(=O)C1 (centres undefined)	0	-3	3	0.9	-5	1	-11	-3
COc1cc(NS(=O)(=O)c2ccc(NC(=O)/C=C/c3cccc([N+](=O)[O-])c3)cc2)ncn1	2	3	18	-1.3	-9	2	3	-5
CCn1cc(C(=O)NCCCN(C)C)c(=O)c2cc(F)c(N3CCN(C)CC3)cc21	2	-1	23	-0.5	-10	7	-3	-5
CCn1nc(C(=O)OCC(=O)N2CC(=O)Nc3ccccc32)c2ccccc2c1=O	-1	-1	-6	-1.2	-7	5	-2	-9

Compound profiles, from the list above. Order of screens: NR3A LBD binder | A3A deaminase | CCR6 antag | MPTP block | EBI2 block | Gli-Sufu block | APOBEC3G inh | CXCR6 block
Profile of COc1cccc(N2CCN(C(=O)CC(NC(=O)c3ccccc3)c3ccccc3)CC2)c1 (centres undefined) : -1 | -2 | 0 | 0.0 | 10 | -12 | -10 | 3
Profile of COc1cc(C)c(C(C)C)cc1S(=O)(=O)NCCCn1ccnc1 : -1 | -1 | 5 | 3.3 | -6 | 4 | -4 | 0
Profile of O=[N+]([O-])c1cc([N+](=O)[O-])c(Oc2c(F)ccc(F)c2F)cc1NN1CCCCC1 : -15 | 0 | 16 | -1.2 | 4 | -2 | -4 | 6
Profile of COc1cc(OC)cc(C(=O)NCC(C)NC(=O)c2cc(OC)cc(OC)c2)c1 (centres undefined) : -1 | 4 | -2 | 2.3 | -3 | 0 | -7 | 1

Next part:
SMILES	NR3A LBD binder	A3A deaminase	CCR6 antag	MPTP block	EBI2 block	Gli-Sufu block	APOBEC3G inh	CXCR6 block
COc1ccc(/C=N/NC(=O)c2cccc(OC(F)(F)C(F)F)c2)c(OC)c1OC	-8	2	3	1.1	-15	4	-3	0
COc1cccc(CNn2cn[nH]c2=S)c1OCc1ccccc1	-2	-5	15	0.2	-8	6	9	-1
COc1ccc2nc(/C(C#N)=C\c3ccc(Oc4ccc([N+](=O)[O-])cn4)cc3)[nH]c2c1	10	4	14	11	4	11	-1	9
CCSc1nnc(NC(=O)NCC(F)(F)F)s1	0	-1	1	-0.5	0	-25	-3	-1
CCOC(=O)C1CCCN(C(=O)Cn2nc(C)n3c(cc4c(OC)cccc43)c2=O)C1 (centres undefined)	-1	0	-2	-1.3	-1	-3	-2	-10
Cn1cc(S(=O)(=O)NC2CCCCCC2)c(=O)n(C)c1=O	-5	3	10	-0.3	-7	2	-7	-10
CCOc1ccc(C(=O)OC(C)CN2CCCCC2)cc1 (centres undefined)	2	-3	4	-1.0	4	6	0	-6
CSc1sc(C(=O)NNC(C)=O)c2c1C=CCC2	0	-2	-3	1.2	-1	4	-6	1
CCc1cc(/C(Cc2ccccn2)=N\O)c(O)cc1O	1	3	11	6.8	1	1	-3	-3
COc1ccc(CNC(=O)c2cccc(S(=O)(=O)N3CCN(C)CC3)c2)cc1	1	-4	10	0.2	-3	5	-9	0
CC(C)Oc1ccc(CN=C(N)N=C(N)N)cc1Cl	-2	0	8	0.4	1	18	3	4
O=C(Nc1ccccc1)c1ccc(Br)c(S(=O)(=O)Nc2ccccn2)c1	-433	-4	15	0.1	-2	-4	-5	11
O=S(=O)(Nc1ccc(Cl)cn1)c1cccs1	0	0	-30	-0.3	-3	-7	-2	3
Cc1ccc[n+](C(C)C(=O)Nc2ccc(C)c(C)c2)c1 (centres undefined)	-1	-2	8	1.4	-3	-3	-6	6
Cc1ccc(C(C(=O)Nc2ccc(C(C)C)cc2)N(C)C(=O)c2ccc(=O)[nH]c2)cc1 (centres undefined)	1	-1	7	-1.0	3	1	-4	14
CCc1c(O)c(/C(C)=N\O)c(=O)n(-c2ccccc2)c1-c1ccccc1	-3	4	-11	1.9	-5	-2	-1	-5
CC(=O)c1ccc(NC(=O)c2ccc(C)c(Br)c2)cc1	28*	3	-1	13	14	-66	0	2
O=[N+]([O-])c1cccc(-n2cccc2/C=N/Nc2nc(N3CCCCC3)nc(N3CCCCC3)n2)c1	0	-4	11	-0.5	13	7	-7	2
O=C(CCOc1ccccc1)Nc1ccnn1C1CCN(Cc2ccc(CO)o2)CC1	4	-3	-1	-1.8	-5	-1	-2	0
CCOC(=O)c1sc(=S)n(C)c1NC(=O)c1ccccc1	16*	-5	-2	2.0	-3	-1	37	-5
Nc1c(Br)cc2oc(-c3ccccc3)nc2c1Br	-2	0	-3	1.0	2	/	0	3
CCC(NC(=O)c1ccccc1NC(=O)c1ccccc1)C(=O)NNC(=O)c1cccnc1 (centres undefined)	0	-1	4	0.2	-7	30	-3	-1
CCCS(=O)(=O)N1CCCC(C(=O)NCCN(C)Cc2ccccc2)C1 (centres undefined)	-1	-5	-10	-5.1	3	-12	-5	2
COc1ccccc1NC(=O)C1CC(=O)OC1c1ccccc1 (centres undefined)	0	-2	-2	-4.1	-7	-4	-6	2
CC(=O)Nc1nc2ccccc2[nH]1	-1	-2	-2	0.4	-1	-12	-7	0

Ordered by value in NR3A LBD binder (low to high): three of the compounds above.
SMILES	NR3A LBD binder
CCc1c(O)c(/C(C)=N\O)c(=O)n(-c2ccccc2)c1-c1ccccc1	-3
CCCS(=O)(=O)N1CCCC(C(=O)NCCN(C)Cc2ccccc2)C1 (centres undefined)	-1
CCOC(=O)c1sc(=S)n(C)c1NC(=O)c1ccccc1	16*

The listing continues.
SMILES	NR3A LBD binder	A3A deaminase	CCR6 antag	MPTP block	EBI2 block	Gli-Sufu block	APOBEC3G inh	CXCR6 block
N#CC(=C=[N-])c1nc2ccccc2nc1-[n+]1cccc(NC(=O)c2cccs2)c1	-1	2	17	1.0	4	10	0	11
C[C@H](NC(=O)c1ccccc1)C(=O)N1CCN(Cc2ccc3c(c2)OCO3)CC1	2	-2	11	0.0	-5	-4	-7	-4
CCCC(=O)OCC(=O)Nc1ccc2[nH]c(=O)[nH]c2c1	1	1	-11	0.2	-3	8	-4	-2
CC(=O)Nc1ccc(Sc2ncccc2C(=O)Nc2ccc(F)cc2)cn1	3	-10	-15	0.4	-5	1	-6	6
CCOC(=O)N/N=C\c1ccc(-c2cc(Cl)ccc2Cl)o1	-14	1	27	2.5	8	-25	-1	-4
CCc1ccc2[nH]c(C(=O)Nc3ccc4c(c3)OCO4)cc2c1	-2	-2	-10	30	17	-24	-7	0
CCOc1ccccc1NC(=O)NC(C)c1ccc2c(c1)OCO2 (centres undefined)	/	1	/	0.3	2	/	2	-20
CC1CCN(CCNC(=O)C2CCCN(c3ncnc4c3nc3n4CCCCC3)C2)CC1 (centres undefined)	-6	-1	-9	-0.4	-12	15	6	-2
CCN(CC(=O)Nc1ccc2c(c1)OCCO2)CC(=O)Nc1ccccc1C(F)(F)F	1	-3	-1	-0.4	0	2	-5	5
O=S(=O)(NCCc1nc2ccccc2[nH]1)c1ccccc1	1	/	2	-1.0	0	-4	/	0
